# PAD4 FP inh: blocks human protein arginine deiminase 4; recombinant PAD4, RCA probe fluorescence polarization; inhibition, % at 6.36 µM; 0.41% of 330,000 active; AID 485272;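 active = percent inhibition above a cutoff equal to the mean of all tested compounds plus 3 SD, cut at about 15% in these data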;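 also: 0% = PAD4 with RCA probe and DMSO and 100% = probe without PAD4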
# PAFAH1B2 FP inh: blocks human PAF acetylhydrolase 1b catalytic subunit 2; P68402; recombinant PAFAH1B2, FP-rhodamine activity probe, fluorescence polarization; inhibition, % at 3.39 µM; 1.2% of 340,000 active; AID 492953;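 active = inhibition above the mean of all tested compounds plus 3 SD, cut at about 24% in these data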;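 also: 0% = enzyme with DMSO and 100% = wells lacking PAFAH1B2; many of its hits are not listed in these tables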
# Target sequence (P68402 whole entry, looked up): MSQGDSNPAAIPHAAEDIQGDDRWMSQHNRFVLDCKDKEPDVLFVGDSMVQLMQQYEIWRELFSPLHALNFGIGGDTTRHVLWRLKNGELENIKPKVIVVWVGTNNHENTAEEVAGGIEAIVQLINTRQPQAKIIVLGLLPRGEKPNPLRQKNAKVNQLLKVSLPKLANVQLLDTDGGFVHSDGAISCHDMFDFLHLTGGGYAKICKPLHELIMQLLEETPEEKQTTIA
# GSTO1 inh: counter-screen for RBBP9 inhibitors: inhibitors of human GSTO1; P78417; inhibition, % at 5.96 µM; recombinant GSTO1, activity-based probe fluorescence polarization; AID 1974; 1.1% of 300,000 active;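 active = inhibition above the campaign mean inhibition plus 3 SD, cut at about 35% in these data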;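 also: 0% = GSTO1-1 with DMSO and 100% = wells lacking GSTO1-1 enzyme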
# Target sequence (P78417 whole entry, looked up): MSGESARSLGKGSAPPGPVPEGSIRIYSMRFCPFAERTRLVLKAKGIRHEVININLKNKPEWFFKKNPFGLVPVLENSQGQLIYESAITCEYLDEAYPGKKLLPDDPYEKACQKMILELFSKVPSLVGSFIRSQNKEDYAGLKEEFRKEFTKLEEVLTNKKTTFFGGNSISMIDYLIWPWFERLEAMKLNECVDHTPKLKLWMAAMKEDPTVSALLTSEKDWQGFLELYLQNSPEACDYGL
# pPAFAH FP inh: inhibitors of human plasma PAF acetylhydrolase (pPAFAH); 1.5% of 330,000 active; inhibition, % at 3.39 µM; AID 463082; recombinant pPAFAH, FP-rhodamine probe fluorescence polarization;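 active = inhibition above the mean inhibition across the screen plus 3 SD, cut at about 25% in these data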;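 also: inhibitors block binding of the rhodamine activity-based probe so polarization drops; 0% = enzyme with DMSO and 100% = wells lacking pPAFAH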
# LYPLA2 counter: counter-screen for PME1 inhibitors: inhibitors of human LYPLA2. recombinant LYPLA2, FP-Rh probe fluorescence polarization. inhibition, % at 5.9 µM. 0.38% of 320,000 active. AID 2177. O95372;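 active = inhibition above the screen-wide mean plus 3 SD, limit set per campaign, cut at about 26% in these data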;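 also: 0% = LYPLA2 with DMSO and 100% = wells lacking LYPLA2 enzyme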
# Target sequence (O95372 whole entry, looked up): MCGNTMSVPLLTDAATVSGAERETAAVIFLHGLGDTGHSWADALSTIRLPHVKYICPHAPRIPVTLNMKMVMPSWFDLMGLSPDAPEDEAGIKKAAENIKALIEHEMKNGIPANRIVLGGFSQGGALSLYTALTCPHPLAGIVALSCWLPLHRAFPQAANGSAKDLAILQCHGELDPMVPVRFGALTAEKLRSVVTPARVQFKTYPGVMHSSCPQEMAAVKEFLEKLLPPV
# LYPLA1 counter: LYPLA1 (human) inhibition in PME1 counter-screen | O75608 | recombinant LYPLA1, FP-Rh probe fluorescence polarization | inhibition, % at 5.9 µM | 0.16% of 320,000 active | AID 2174;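 active = inhibition above the mean of all tested compounds plus 3 SD, set per campaign, cut at about 14% in these data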;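 also: inhibitors block serine hydrolase probe labeling of LYPLA1 so polarization falls; 0% = enzyme with DMSO and 100% = wells lacking LYPLA1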
# Target sequence (O75608 whole entry, looked up): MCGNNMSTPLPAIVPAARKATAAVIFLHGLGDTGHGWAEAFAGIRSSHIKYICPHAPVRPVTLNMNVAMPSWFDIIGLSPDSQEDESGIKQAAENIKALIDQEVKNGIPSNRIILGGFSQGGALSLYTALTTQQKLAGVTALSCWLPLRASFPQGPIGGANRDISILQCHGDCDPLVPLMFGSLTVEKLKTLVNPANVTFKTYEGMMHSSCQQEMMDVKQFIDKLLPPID
# PAFAH1B3 inh: blocks human PAF acetylhydrolase 1B catalytic subunit 3 | recombinant PAFAH1B3, FP-rhodamine probe, fluorescence polarization | inhibition, % at 3.39 µM | 0.28% of 340,000 active | AID 492972;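 active = inhibition above the screen-wide average of all tested compounds plus 3 SD, cut at about 25% in these data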;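 also: 0% = enzyme with DMSO only and 100% = wells lacking PAFAH1B3 protein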
# PREPL inh: inhibits the human prolyl oligopeptidase-like enzyme; Q4J6C6; recombinant PREPL, fluorescence polarization activity-based probe; inhibition, % at 5.96 µM; 0.68% of 320,000 active; AID 2751; in the data active = inhibition above about 43%;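 also: 0% = enzyme with DMSO and 100% = wells lacking enzyme; many of its hits are not listed in these tables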
# PAFAH2 FP inh: PAFAH2 (human) inhibition | recombinant PAFAH2, FP-rhodamine activity probe, fluorescence polarization | AID 492956 | 0.99% of 340,000 active | inhibition, % at 3.39 µM;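 active = inhibition above the mean over all tested compounds plus 3 SD, cut at about 30% in these data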;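 also: inhibitors block probe labeling of enzyme so polarization drops; 0% = enzyme with DMSO and 100% = wells lacking PAFAH2 protein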
# * hit, by the source's call; . = not tested or not shown.
# Preview, two compounds:
SMILES,PAD4 FP inh,PAFAH1B2 FP inh,GSTO1 inh,pPAFAH FP inh,LYPLA2 counter,LYPLA1 counter,PAFAH1B3 inh,PREPL inh,PAFAH2 FP inh
COc1ccc(-c2oc3ccccc3c2C#Cc2cncn2C)cc1,-8,3,.,14,0,2,4,9,3
Cc1cc(NC(=O)C(C)SCC(=O)O)no1 (configuration not stated),2,-1,0,0,2,-1,0,2,-1

# The whole of this part, repeating the preview:
SMILES,PAD4 FP inh,PAFAH1B2 FP inh,GSTO1 inh,pPAFAH FP inh,LYPLA2 counter,LYPLA1 counter,PAFAH1B3 inh,PREPL inh,PAFAH2 FP inh
COc1ccc(-c2oc3ccccc3c2C#Cc2cncn2C)cc1,-8,3,.,14,0,2,4,9,3
Cc1cc(NC(=O)C(C)SCC(=O)O)no1 (configuration not stated),2,-1,0,0,2,-1,0,2,-1
CN(C(=S)Nc1ccccc1)c1ccccc1,1,6,8,2,4,6,3,20,3
O=C(/C=C/Nc1ccccc1C(F)(F)F)c1ccco1,-1,2,-2,3,3,-2,0,-3,-2
COc1ccccc1C(=O)Nc1nc(C)cc(C)n1,4,.,-1,-1,2,1,.,0,.
CCOc1ccccc1C(=O)N(C)Cc1cc2cc(OC)ccc2[nH]c1=O,1,4,2,3,-3,-2,-2,5,6
Cc1ccc(CSCC(=O)NCc2cccs2)cc1,2,0,18,2,-1,0,8,-5,-3
O=C(CSc1ncc(-c2ccccc2)[nH]1)Nc1ccccc1F,6,2,9,0,1,-1,8,4,3
CCN(C(=O)CSc1nc2ccc(OC)cc2[nH]1)c1c(N)n(Cc2ccccc2)c(=O)[nH]c1=O,1,-1,12,5,0,-2,1,-6,3
Cc1c(C(=O)Nc2ccc(F)cc2)oc2ccc(S(=O)(=O)N3CCC4(CC3)OCCO4)cc12,0,-4,-8,-10,-16,-13,-5,1,-17
COc1ccccc1C(=O)N1CCN(C(=O)c2oc3ccc(C)cc3c2C)CC1,1,-2,6,2,-1,3,10,27,-5
CCN(CC)C(=O)c1c(C)[nH]c(=S)c(C#N)c1-c1ccco1,3,5,12,6,5,3,10,-1,2
COc1ccc(/C=C/C(=O)OCC(=O)NC2CCCC2)c(OC)c1,-3,3,.,23,-5,0,4,7,86*
Cc1cc(=O)oc2cc(OCC(=O)Nc3ccccc3C(N)=O)c(Cl)cc12,-2,4,2,-10,12,4,5,8,1
CCOc1cc(N2CCOCC2)c(OCC)cc1NC(=O)COc1cccc2cccnc12,-3,1,-15,5,-2,-4,0,12,-9
C=C(C)CC1(NC(C)c2ccccc2)CCCCC1 (configuration not stated),-1,-1,-2,6,-2,4,6,12,-5
COc1ccccc1NC(=O)C(C)OC(=O)CCCc1c[nH]c2ccccc12 (configuration not stated),0,0,9,4,4,-1,6,11,-2
CN(Cc1cn(C)nc1-c1cccc(Cl)c1)Cc1nccn1C,2,4,-1,-1,8,4,5,6,-1
O=C(/C=C/c1ccco1)NC(=S)N1CCCCC1,2,7,11,5,6,3,2,1,6
CCOC(=O)c1sc(NC(=O)c2ccncc2)c(C#N)c1C,-1,5,20,4,1,-2,6,13,3
Cc1ccc(C(=O)NNC2=Nc3cccc4cccc2c34)cc1,0,-3,7,-1,5,-4,5,8,0
CC(=O)C1=C(C)NC(SCc2cccc([N+](=O)[O-])c2)=C(C#N)C1c1ccco1 (configuration not stated),0,2,-8,11,15,4,1,22,6
COc1ccc(NC(=O)CC2C(=O)N(CCc3ccccc3)C(=S)N2Cc2cccnc2)cc1 (configuration not stated),-3,0,6,2,-1,-5,-1,23,-7
CCC(CC)c1nnc(NC(=O)c2ccc(N3CCCCC3)c([N+](=O)[O-])c2)s1,1,10,1,0,4,0,1,4,4
CS(=O)(=O)N1CCN(C(=O)Cc2ccccc2)CC1,-2,6,6,2,9,5,0,0,-2
Cc1ccc(Cl)cc1N1CCN(S(=O)(=O)c2c(C)nc3scc(C)n3c2=O)CC1,-2,5,3,5,-6,6,5,1,6
CCCC(=O)OCCNc1cc(SCCC(=O)OC)c2nonc2c1[N+](=O)[O-],-7,-6,10,7,2,-2,3,10,6
Cc1occc1C(=O)N1CCN(S(=O)(=O)c2ccc(F)cc2)CC1,1,3,.,2,6,4,4,-1,3
O=C(Nc1ccc(O)c(-c2nc3ccccc3o2)c1)C1(c2ccc([N+](=O)[O-])cc2)CCCC1,-1,-3,-11,-6,-7,-10,1,8,-17
O=c1c2cc(NC(=S)NCCCN3CCC(Cc4ccccc4)CC3)ccc2nc2n1CCCCC2,-3,2,2,0,2,-1,-2,14,-4
CCOC(=O)CCCCC(=O)c1[nH]c(=O)[nH]c1CSc1nc2ccccc2[nH]1,-2,25*,13,4,1,1,24,10,27
O=S(=O)(c1cccc(Br)c1)N1CCN(C(=S)NCC2CCCO2)CC1 (configuration not stated),0,3,-9,22,9,0,6,10,-3
COc1ccccc1NC(=O)CCc1nc(-c2ccccc2F)no1,2,1,5,-1,5,2,-1,12,1
Cc1ccnc(NS(=O)(=O)c2ccc(CC(C)C)cc2)c1,1,-4,3,2,-1,-2,9,4,1
O=C(NNc1cc(Cl)ccc1Cl)C1CCC1,4,3,8,4,-3,-3,13,-5,10
C/C(=N\NC(=O)c1cc(C)nc2ccccc12)c1ccccn1,1,8,.,3,3,-2,7,5,11
CCc1cc2c(C)cc(C)cc2nc1SCC(=O)Nc1cc(C)on1,-1,5,-3,-5,-1,1,13,16,-7
Cc1ccc2c(c1)N(CCC(=O)NC1CCCCC1C)C(=O)CO2 (configuration not stated),0,7,2,13,6,1,1,2,6
C=CCn1c(SCc2cccc(C#N)c2)nnc1-c1ccccc1O,-1,4,0,2,4,4,8,-3,1
COc1ccc(NC(=O)CSc2ncnc3c2cnn3CCc2ccccc2)cc1,2,3,8,0,-1,0,-5,2,3
CC(C)C[C@H](NC(=O)c1nc[nH]c1C(=O)NCC(=O)OC(C)(C)C)C(=O)OCc1ccccc1,-1,5,-11,5,-10,-7,5,7,-1
CC(=O)Nc1ccc(N2C(=O)CC(Sc3nc4ccccc4s3)C2=O)cc1 (configuration not stated),-1,2,1,-2,-5,-2,-4,5,1
CC(C)(C)CC(C)(C)NC(=S)Nc1ccc(S(=O)(=O)N2CCOCC2)cc1,1,7,-10,1,-17,-12,-10,-6,-11
CC(C)OCCCNS(=O)(=O)c1ccc2c(c1)OCCO2,1,5,-2,4,7,-2,9,9,-2
COc1cc(NS(=O)(=O)c2ccc(NC(=S)NC(=O)c3sc4cc(F)ccc4c3Cl)cc2)nc(OC)n1,-4,3,-8,3,0,1,4,6,6
O=c1c2ccccc2cnn1CCOc1ccccc1,3,0,1,0,7,0,5,5,-9
O=C(NNC(=O)c1cnccc1C(F)(F)F)c1ccc(Cl)cc1,-2,3,-6,-3,-6,-1,11,10,-2
COc1c(Cl)cc(Cl)cc1C(=O)Nc1ccc(NC(C)=O)cc1,-5,1,0,5,17,1,1,2,10
CC(C)CCNC(=O)c1onc(CSc2nc3ccccc3[nH]2)c1C(=O)NCCC(C)C,-2,4,-3,2,0,0,-7,-5,-7
CS(=O)(=O)N1CCN(c2nc(-c3ccc(F)cc3)cs2)CC1,-5,0,-1,-1,2,6,1,2,-1
COC(=O)c1ccc(Cn2nnc3ccccc3c2=O)o1,-1,-3,4,3,-2,1,-4,3,2
COC(=O)C1=C(C)NC(=O)NC1c1ccc(-c2ccc(F)cc2)o1 (configuration not stated),-3,6,1,2,-5,2,12,-9,-5
Cc1cccc(C(=O)N[C@H](C(=O)Nc2ccc3c(c2)OCO3)C(C)C)c1,3,1,.,2,.,.,10,12,4
CCOCCCNC(=O)CN1C(=O)c2ccccc2Sc2ncccc21,-3,2,-2,2,-2,0,12,1,-6
O=S(=O)(NCCN1CCOCC1)c1ccc(Oc2ccccc2Cl)cc1,-2,-2,3,8,1,-1,2,7,0
Cc1cccc(S(=O)(=O)c2c(C)cc(C)[nH]c2=O)c1,-4,5,-1,2,0,2,-7,13,6
O=C(c1ccco1)N1CCN(S(=O)(=O)c2ccccc2)CC1,2,1,1,-1,2,0,8,10,8
CCCCn1c(N)c(N(C)C(=O)c2c(C)nn(-c3ccccc3)c2C)c(=O)[nH]c1=O,-4,5,.,2,.,.,-2,5,-7
CN(C)CCN(C(=O)C1=COCCO1)c1nc2ccc(Cl)cc2s1,-10,-2,-3,-8,-6,3,-1,-9,-4
COc1ccc(-c2cc(C(=O)c3c(N)n(C)c(=O)n(C)c3=O)c3ccccc3n2)cc1OC,-6,4,0,1,0,0,14,-7,0

# 12 compounds from above, ordered by heavy-atom count, largest number first:
SMILES,PAD4 FP inh,PAFAH1B2 FP inh,GSTO1 inh,pPAFAH FP inh,LYPLA2 counter,LYPLA1 counter,PAFAH1B3 inh,PREPL inh,PAFAH2 FP inh
CC(C)C[C@H](NC(=O)c1nc[nH]c1C(=O)NCC(=O)OC(C)(C)C)C(=O)OCc1ccccc1,-1,5,-11,5,-10,-7,5,7,-1
COc1ccc(-c2cc(C(=O)c3c(N)n(C)c(=O)n(C)c3=O)c3ccccc3n2)cc1OC,-6,4,0,1,0,0,14,-7,0
CC(C)CCNC(=O)c1onc(CSc2nc3ccccc3[nH]2)c1C(=O)NCCC(C)C,-2,4,-3,2,0,0,-7,-5,-7
CCCCn1c(N)c(N(C)C(=O)c2c(C)nn(-c3ccccc3)c2C)c(=O)[nH]c1=O,-4,5,.,2,.,.,-2,5,-7
CC(=O)Nc1ccc(N2C(=O)CC(Sc3nc4ccccc4s3)C2=O)cc1 (configuration not stated),-1,2,1,-2,-5,-2,-4,5,1
Cc1cccc(C(=O)N[C@H](C(=O)Nc2ccc3c(c2)OCO3)C(C)C)c1,3,1,.,2,.,.,10,12,4
CN(C)CCN(C(=O)C1=COCCO1)c1nc2ccc(Cl)cc2s1,-10,-2,-3,-8,-6,3,-1,-9,-4
COc1c(Cl)cc(Cl)cc1C(=O)Nc1ccc(NC(C)=O)cc1,-5,1,0,5,17,1,1,2,10
O=C(c1ccco1)N1CCN(S(=O)(=O)c2ccccc2)CC1,2,1,1,-1,2,0,8,10,8
COC(=O)c1ccc(Cn2nnc3ccccc3c2=O)o1,-1,-3,4,3,-2,1,-4,3,2
O=c1c2ccccc2cnn1CCOc1ccccc1,3,0,1,0,7,0,5,5,-9
Cc1cccc(S(=O)(=O)c2c(C)cc(C)[nH]c2=O)c1,-4,5,-1,2,0,2,-7,13,6

# Following part:
SMILES,PAD4 FP inh,PAFAH1B2 FP inh,GSTO1 inh,pPAFAH FP inh,LYPLA2 counter,LYPLA1 counter,PAFAH1B3 inh,PREPL inh,PAFAH2 FP inh
CCCCn1c(-c2ccco2)n[nH]c1=S,1,3,4,5,-1,2,6,-2,-5
O=C(Nc1cc(Cl)ccc1O)C1CC(c2c(F)cccc2Cl)=NO1 (configuration not stated),-6,-2,-6,2,-9,-8,-5,2,1
COc1ccc(S(=O)(=O)N2CCOC2CNC(=O)C(=O)NCc2ccncc2)cc1 (configuration not stated),-4,2,3,1,-1,0,4,7,2
COc1nc(Nc2cccc(C)c2)nc(N2CCCCC2)n1,3,4,-6,8,4,0,1,9,-2

# Source: PubChem (The Scripps Research Institute Molecular Screening Center)

# A portion of the library, so the mix of outcomes need not match the whole.
